# High-throughput results from PubChem BioAssay.
# LAP4 TOR yeast: modulators of TOR pathway LAP4-GFP in S. cerevisiae; S. cerevisiae LAP4-GFP multiplex, flow cytometry GFP, 3 h; median GFP as percent of DMSO wells; GFP response vs DMSO, % at 10 µM; 320,000 tested, 0.34% active; AID 2023;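 active means GFP response vs DMSO above a set limit, about the screen mean plus 3 SD, cut at about 150% in these data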
# CIT2-GFP yeast: modulators of TOR pathway CIT2-GFP in S. cerevisiae | 320,000 tested, 0.065% active | GFP response vs DMSO, % at 10 µM | S. cerevisiae CIT2-GFP strain, flow cytometry, 3 h; 100 means same as DMSO wells;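 active means GFP response relative to DMSO above a set limit, near the screen mean plus 3 SD, cut at about 150% in these data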;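 further: ratio of well median GFP fluorescence to mean of DMSO wells on the plate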
# AGP1-GFP MLPCN: alters AGP1-GFP fluorescence in TOR pathway yeast screen | S. cerevisiae AGP1-GFP multiplex flow cytometry, 3 h; GFP as percent of DMSO wells | 320,000 tested, 0.02% active | GFP response vs DMSO, % at 10 µM;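 active means GFP response relative to DMSO above a set limit, near screen average plus 3 SD, cut at about 150% in these data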;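 further: median GFP channel fluorescence of the gated AGP1 strain per well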
# GRK2 aptamer HTS: blocks RNA aptamer binding to human GRK2. P25098. bead flow cytometry, FAM-aptamer displacement from GRK2. inhibition of aptamer binding, % at 10 µM. 330,000 tested, 0.59% active;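 active means inhibition of aptamer binding above 40%, roughly 3 SD of noise, on plates passing a quality check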;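 further: median bead fluorescence of bound FAM aptamer so fluorescent compounds give negative values; no value below 0 was filed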
# JMJD2C inh: blocks human GASC-1 demethylase activity | GST-JMJD2C(1-420) H3K9me3 demethylation, DELFIA europium | inhibition, % at 2.35 µM | 330,000 tested, 0.069% active | AID 2099;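 active means more than half of a compound's replicate wells show inhibition beyond 50%, single wells judged on their own value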;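 further: signal counts dimethyl H3K9 product captured on neutravidin plate; 0% = median of DMSO wells and 100% = 0.3 times that DMSO median; strong numbers were not always called active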
# Target sequence (Q9H3R0 1-420 limits assumed): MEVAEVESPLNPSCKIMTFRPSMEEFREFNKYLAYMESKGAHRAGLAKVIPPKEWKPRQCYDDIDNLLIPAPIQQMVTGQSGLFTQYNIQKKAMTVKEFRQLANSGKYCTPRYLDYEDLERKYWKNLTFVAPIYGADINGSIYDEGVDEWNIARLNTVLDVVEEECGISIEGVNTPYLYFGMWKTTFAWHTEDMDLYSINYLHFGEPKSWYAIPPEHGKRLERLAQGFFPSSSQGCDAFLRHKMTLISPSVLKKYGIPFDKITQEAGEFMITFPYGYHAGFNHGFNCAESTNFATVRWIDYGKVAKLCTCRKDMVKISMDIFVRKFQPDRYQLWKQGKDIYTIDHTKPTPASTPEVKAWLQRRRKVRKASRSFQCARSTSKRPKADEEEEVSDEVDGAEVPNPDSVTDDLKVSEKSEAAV
# VLA-4 inh: inhibition in a human VLA-4 binding assay; P13612; VLA-4 expressing cells, ligand binding flow cytometry; inhibition, % (about 7 µM as worked out from the volumes in the protocol); 330,000 tested, 0.2% active; in the data active means inhibition above about 50%
# MEP2-GFP yeast: alters MEP2-GFP fluorescence in TOR pathway yeast screen | 330,000 tested, 0.51% active | GFP response vs DMSO, % at 10 µM | AID 2016 | S. cerevisiae MEP2-GFP strain, flow cytometry GFP, 3 h; 100% = DMSO control level;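 active means GFP response versus DMSO above a set limit, roughly screen mean plus 3 SD, cut at about 180% in these data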;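 further: median GFP fluorescence of the barcode-gated MEP2-GFP cells per well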
# RPL19A-GFP yeast: alters RPL19A-GFP fluorescence in TOR pathway yeast screen; S. cerevisiae RPL19A-GFP strain, flow cytometry, 3 h; active compounds read low; percent response vs DMSO, % at 10 µM; 330,000 tested, 0.3% active; AID 2025;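 active means percent response vs DMSO below 50%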;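 further: median channel GFP fluorescence of the barcoded RPL19A-GFP strain; ratio of sample median GFP to plate DMSO average so 100% = DMSO; lower means less RPL19A-GFP as with rapamycin TOR inhibition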
# The depositor's hits bear a star; . = no result given.
SMILES,LAP4 TOR yeast,CIT2-GFP yeast,AGP1-GFP MLPCN,GRK2 aptamer HTS,JMJD2C inh,VLA-4 inh,MEP2-GFP yeast,RPL19A-GFP yeast
CC(C)(C)c1ccc(C(=O)Nc2ccc3c(c2)C(=O)NC3=O)cc1,104,100,107,5,-8,-6,110,102
Cc1ccc(CN(c2ccc(C(=O)NCc3cccnc3)cc2)S(C)(=O)=O)cc1,99,108,113,0,0,-3,105,105
Cc1nnc(SCc2ccc([N+](=O)[O-])cc2)[nH]c1=O,106,98,101,0,5,14,97,98
C=CCOc1cccc(C2/C(=C(/O)c3ccc(F)cc3)C(=O)C(=O)N2CCN2CCOCC2)c1 (stereo unspecified),97,107,98,0,4,1,106,97
Cc1csc(SCC(=O)NCCc2ccc(Cl)cc2)n1,99,97,105,0,-2,8,98,105
C/C=C/c1ccc(OCCCCOc2ccc(OC)cc2)c(OC)c1,86,98,97,4,-1,30,95,97
CC(C)(C)c1ccc(NC(=O)COC(=O)c2ccc3ncsc3c2)cc1,111,97,90,0,-5,3,107,98
CCOc1ccc(/C=C/c2nc(C#N)c(NCCCOC)o2)cc1,106,103,99,2,-9,21,111,99
CCOC(=O)CSc1nc2cc(C(=O)NCC3CCCO3)ccc2c(=O)n1Cc1ccco1 (stereo unspecified),103,99,100,0,0,-4,99,99
CC(C)=NNC(=O)c1c(O)c2ccccc2[nH]c1=O,106,47,79,2,-2,2,79,92

# Among those listed so far, these have a tert-butyl group.
SMILES,LAP4 TOR yeast,CIT2-GFP yeast,AGP1-GFP MLPCN,GRK2 aptamer HTS,JMJD2C inh,VLA-4 inh,MEP2-GFP yeast,RPL19A-GFP yeast
CC(C)(C)c1ccc(C(=O)Nc2ccc3c(c2)C(=O)NC3=O)cc1,104,100,107,5,-8,-6,110,102
CC(C)(C)c1ccc(NC(=O)COC(=O)c2ccc3ncsc3c2)cc1,111,97,90,0,-5,3,107,98

# The listing continues.
SMILES,LAP4 TOR yeast,CIT2-GFP yeast,AGP1-GFP MLPCN,GRK2 aptamer HTS,JMJD2C inh,VLA-4 inh,MEP2-GFP yeast,RPL19A-GFP yeast
O=C(Cn1c(=O)cnc2ccccc21)Nc1cccc(S(=O)(=O)N2CCCCC2)c1,108,96,104,0,1,-44,106,100
CC(C)(C)c1ccc(NC(=S)NCc2cccnc2)cc1,111,102,111,0,5,5,107,101
COc1ccc(CNC(=O)CSc2nnc(C)n2-c2ccc(F)cc2)cc1,95,106,103,0,-4,2,111,103
O=S(=O)(Nc1ccccc1N1CCCCC1)c1ccc(F)cc1,92,107,103,0,-2,8,82,94
CCn1c(N)c(C(=O)NCc2ccco2)sc1=S,96,103,102,1,4,9,98,100
O=C(CCc1nnc(C2(c3ccc(Cl)cc3)CCC2)o1)NC1CC1,87,97,100,3,-1,1,98,104
C/C(=N\Nc1ccccc1)c1cc2ccccc2oc1=O,93,105,99,0,5,0,108,108
CC(=O)c1ccc(-n2cc(C#N)c(=O)[nH]c2=O)cc1,127,123,125,0,-4,1,114,108
CC(=O)N1c2ccccc2Nc2ccccc21,101,100,98,0,-5,24,100,97
O=C1NC2(CCCCC2)C(=O)N1c1cccc(Cl)c1,100,101,97,0,-5,13,102,99
COCCOc1ccc(C(F)(F)F)cc1NC(=O)c1ccc(C)cc1,99,102,98,5,8,-1,109,103
Cc1ccccc1Cc1c(C)nc2c(C(=O)NCc3ccco3)cnn2c1C,74,.,84,0,2,-2,86,86
CCS(=O)(=O)Nc1ccc(C(=O)CC2(O)C(=O)Nc3ccc(Br)cc32)cc1 (stereo unspecified),89,90,95,0,4,-7,96,95
CN1C(C)(C)CC(NC(=O)c2ccco2)CC1(C)C,105,105,107,0,1,9,105,101
COc1ccc2oc3cc(C)[n+]([O-])c(-c4ccc(Cl)cc4)c3c2c1,97,91,94,3,3,7,96,102
CCOC(=O)C1=C(N)n2c(s/c(=C\c3ccco3)c2=O)=C(C(=O)OCC)C1c1ccco1 (stereo unspecified),91,103,100,0,-33,-29,96,97
COc1cc(NC(=O)CCS(=O)(=O)c2ccc3nc(C)sc3c2)cc(OC)c1OC,104,125,100,0,1,0,96,96
O=C1NC(c2cccs2)C(C(=O)c2ccccc2)C(O)(C(F)(F)F)N1 (stereo unspecified),99,104,99,24,5,-7,103,97
CC(C)CN(C(=O)COC(=O)c1c2c(nc3ccccc13)CCC2)c1c(N)n(Cc2ccccc2)c(=O)[nH]c1=O,77,107,94,1,14,3,100,114
O=C(Nc1ccsc1C(=O)O)c1cccc(Oc2ccccc2)c1,105,106,105,0,-6,-2,114,110
Cc1nc2ccccc2nc1OCc1cccc(Cl)c1,90,88,94,0,2,31,100,98
COc1ccccc1Nc1ccc2nonc2c1[N+](=O)[O-],97,103,100,0,0,0,110,103
COc1cc(-n2c(=O)c3ccccc3n(CC(=O)c3ccccc3)c2=O)cc(OC)c1OC,97,106,102,3,-2,-1,102,95
CCN(c1ccc(OC)cc1)S(=O)(=O)c1nnc(NC(=O)c2ccccc2Cl)s1,100,105,102,0,3,11,99,98
COc1ccc(S(N)(=O)=O)cc1-c1nnc2c3ccccc3c(C)nn12,95,104,101,0,-2,5,108,108
Cc1cc(C)c(C(=O)N2CCCC(N3CCN(c4ccc(F)cc4)CC3)C2)o1 (stereo unspecified),98,104,95,2,4,-13,103,104
Cc1cc(C)c(NC(=O)CNC(=O)c2ccc3c(=O)n4c(nc3c2)CCC4)c(C)c1,102,82,99,1,4,17,97,95
O=C(c1ccco1)N1CCN(S(=O)(=O)N2CCOCC2)CC1,100,103,103,2,2,18,105,99
Cc1cc2oc(=O)cc(CSc3nnc(-c4cccs4)o3)c2cc1C(C)C,98,102,95,0,34,7,106,103
CC(NC(=O)c1ccccc1NC(=O)c1ccco1)c1ccccc1 (stereo unspecified),92,94,98,2,-2,7,101,103
COCCNC(=O)C(NC(=O)C1CCC(C)CC1)C(C)C (stereo unspecified),111,98,104,2,60,7,99,100
COc1ccc(C(=O)NC(=S)NNC(=O)[C@H]2C[C@@H]2c2ccccc2)cc1OC,114,95,102,1,10,8,94,95
Brc1ccccc1-c1nnc(SCc2nc3ccccc3s2)o1,99,94,100,0,-2,-22,96,105
O=C(CSc1nccc(=O)[nH]1)Nc1ccc(F)c([N+](=O)[O-])c1,104,104,100,3,-7,-13,104,104
COc1ccc(-n2c(SCc3ccccn3)nc3c(c2=O)SCC3)cc1OC,107,87,102,0,-6,3,95,96
c1ccc(CNc2ccc3c(c2)ncn3C2CCCCC2)nc1,95,89,106,1,2,0,95,96
Cc1nc2c(cnn2-c2ccccc2)c(=O)[nH]1,98,98,98,3,4,5,99,99
CSc1ccc(Cc2ccc(Cl)cc2Cl)nn1,92,82,82,0,2,8,99,97
CCn1c(=O)c(C(=O)NNC(=O)c2ccccc2F)c(O)c2ccccc21,73,88,92,7,7,-2,88,98
O=C(Cn1c(=O)n(CC(=O)NCc2ccccc2)c2ccccc21)NCc1ccccc1,100,105,101,1,2,3,106,100

# Shown with bars between the fields: entries from further up
smiles | LAP4 TOR yeast | CIT2-GFP yeast | AGP1-GFP MLPCN | GRK2 aptamer HTS | JMJD2C inh | VLA-4 inh | MEP2-GFP yeast | RPL19A-GFP yeast
COc1ccc(-n2c(SCc3ccccn3)nc3c(c2=O)SCC3)cc1OC | 107 | 87 | 102 | 0 | -6 | 3 | 95 | 96
Cc1nc2c(cnn2-c2ccccc2)c(=O)[nH]1 | 98 | 98 | 98 | 3 | 4 | 5 | 99 | 99
COc1ccc(C(=O)NC(=S)NNC(=O)[C@H]2C[C@@H]2c2ccccc2)cc1OC | 114 | 95 | 102 | 1 | 10 | 8 | 94 | 95
c1ccc(CNc2ccc3c(c2)ncn3C2CCCCC2)nc1 | 95 | 89 | 106 | 1 | 2 | 0 | 95 | 96

# (next part)
SMILES,LAP4 TOR yeast,CIT2-GFP yeast,AGP1-GFP MLPCN,GRK2 aptamer HTS,JMJD2C inh,VLA-4 inh,MEP2-GFP yeast,RPL19A-GFP yeast
CC(=O)N1CCN(CC(=O)Nc2cc(S(=O)(=O)N3CCCCC3)ccc2C)CC1,99,89,97,0,8,38,95,97
CCCCSc1n[nH]c(N)n1,89,102,103,0,0,27,102,105
O=C1NC(CCc2ccccc2)C(=O)N1CCOc1ccccc1 (stereo unspecified),92,100,103,3,-2,13,104,99
O=C(Cc1cccs1)NCc1ccc2c(c1)OCO2,105,111,103,2,-8,-3,102,99
O=C(N/N=C/c1ccncc1)c1ccc(-n2cccc2)cc1,96,105,101,0,1,4,106,102
COc1ccc(-c2ccc(CNCCCN3CCOCC3)o2)cc1Cl,102,104,110,0,-1,14,103,107
CCCCNC(=O)COC(=O)CNC(=O)c1cc(Cl)cc([N+](=O)[O-])c1,90,97,97,0,-13,-11,85,96
O=C(NCCc1ccccc1)/C(=C\c1cccc([N+](=O)[O-])c1)NC(=O)c1ccco1,95,99,102,1,-44,-2,112,104
O=C(N/N=C/c1ccc2c(c1)OCO2)C(=O)Nc1ccccc1,110,99,101,0,-25,.,106,102
CC(Sc1ncn[nH]1)C(=O)NCc1ccccc1 (stereo unspecified),98,94,99,0,.,2,92,93
COc1ccc(NC2CCCN(C(=O)c3cc(C)nc4cc(F)ccc34)C2)cc1 (stereo unspecified),90,91,90,0,0,1,92,91
N#Cc1cccc(NC(=O)c2nc(-c3ccccc3)n(-c3ccccc3)n2)c1,84,86,86,2,23,1,99,92
CC(=O)N1CCN(c2ccc(NC(=O)C(c3ccccc3)c3ccccc3)cc2)CC1,101,105,102,5,-16,0,108,105
Cc1c(NC(=S)SCc2ccccc2)c(=O)n(-c2ccccc2)n1C,106,98,99,0,-20,13,96,96
CCN(CC)CCNC(=O)c1cn(CC)c2ccc(S(=O)(=O)N3CCOCC3)cc2c1=O,105,116,111,0,4,-7,108,107
COc1ccc(C2C(C(=O)NCc3ccccn3)c3ccccc3C(=O)N2C)cc1OC (stereo unspecified),86,102,94,0,14,-15,100,94
Cc1ccc(NC(=S)NC2CCCC2)cc1,99,94,95,3,-24,4,97,91
CC(OC(=O)Cc1coc2ccc3ccccc3c12)C(=O)Nc1ncc(Cl)cc1Cl (stereo unspecified),93,101,92,3,8,1,109,102

# Look-ups from the results shown.
# CC(OC(=O)Cc1coc2ccc3ccccc3c12)C(=O)Nc1ncc(Cl)cc1Cl (stereo unspecified) in RPL19A-GFP yeast is entered as 102
# Cc1c(NC(=S)SCc2ccccc2)c(=O)n(-c2ccccc2)n1C in CIT2-GFP yeast is entered as 98
# N#Cc1cccc(NC(=O)c2nc(-c3ccccc3)n(-c3ccccc3)n2)c1 in MEP2-GFP yeast is entered as 99
# Cc1ccc(NC(=S)NC2CCCC2)cc1 in GRK2 aptamer HTS is entered as 3
# COc1ccc(C2C(C(=O)NCc3ccccn3)c3ccccc3C(=O)N2C)cc1OC (stereo unspecified) in AGP1-GFP MLPCN is entered as 94
